Source: PubChem (several laboratories)
HTR2A ag = activates the mouse 5-HT2A serotonin receptor; AID 624169; CHO-K1 mHTR2A beta-arrestin complementation, luminescence; percent of 30 µM serotonin response; 360,000 tested, 0.66% active; activation, % at 7.6 µM; P35363;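 active = activation above a run cutoff, the mean activation of all tested compounds plus 3 SD, cut at about 14% in these data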;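 also: 0% = plate median of compound wells and 100% = 30 µM serotonin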
Target sequence (P35363 whole entry, looked up): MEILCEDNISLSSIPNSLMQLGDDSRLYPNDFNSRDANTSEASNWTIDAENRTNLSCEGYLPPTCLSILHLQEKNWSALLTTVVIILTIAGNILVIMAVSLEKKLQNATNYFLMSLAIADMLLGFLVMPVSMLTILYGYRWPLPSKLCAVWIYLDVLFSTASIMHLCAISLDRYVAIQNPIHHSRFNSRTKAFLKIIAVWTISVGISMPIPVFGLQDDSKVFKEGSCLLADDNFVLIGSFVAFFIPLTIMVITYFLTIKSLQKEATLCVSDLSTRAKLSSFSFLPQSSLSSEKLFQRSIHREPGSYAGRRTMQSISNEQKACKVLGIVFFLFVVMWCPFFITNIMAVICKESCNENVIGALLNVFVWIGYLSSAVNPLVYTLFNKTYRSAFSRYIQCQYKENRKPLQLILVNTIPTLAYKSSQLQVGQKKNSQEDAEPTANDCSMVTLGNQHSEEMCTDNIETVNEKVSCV
Exocytosis inh = lytic granule exocytosis inhibition. TALL-104 LAMP-1 surface exposure, flow cytometry; cells stimulated with thapsigargin and PMA. inhibition, % at 10 µM. 360,000 tested, 0.66% active;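 active = inhibition above about 55%, limit read from the data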
aDG glyco act = increases alpha dystroglycan glycosylation; Pro5-aDG cells, alpha-DG glycosylation AlphaScreen (IIH6); 0% Pro5, 100% B10-LARGE cell signal; activation, % at 10 µM; 360,000 tested, 0.22% active; AID 624168;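 active = activation of at least 8% versus controls, or a plate z-score of at least 8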;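 also: Pro5 are CHO cells carrying HIG-tagged alpha-DG that lacks glycosylation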
iPSC survival up = enhancers of human iPSC single-cell survival | AID 602274 | hiPSC single-cell survival, ATPlite luminescence; 100% = ROCK inhibitor wells, 0% = DMSO | survival enhancement, % at 20 µM | 360,000 tested, 0.044% active; in the data active = survival enhancement above about 18%;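 also: cells exposed to compounds for 16 hours before the ATP read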
MC4R ag barr = agonists of human melanocortin 4 receptor (MC4R) beta-arrestin. U2OS MC4R beta-arrestin complementation, luminescence; percent of melanotan II response, DMSO zero. 360,000 tested, 0.98% active. activation, % at 8.9 µM. AID 540308. P32245;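 active = activation above a per-plate cutoff, the mean activation of sample wells on that plate plus 3 SD, cut at about 8% in these data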
Target sequence (P32245 whole entry, looked up): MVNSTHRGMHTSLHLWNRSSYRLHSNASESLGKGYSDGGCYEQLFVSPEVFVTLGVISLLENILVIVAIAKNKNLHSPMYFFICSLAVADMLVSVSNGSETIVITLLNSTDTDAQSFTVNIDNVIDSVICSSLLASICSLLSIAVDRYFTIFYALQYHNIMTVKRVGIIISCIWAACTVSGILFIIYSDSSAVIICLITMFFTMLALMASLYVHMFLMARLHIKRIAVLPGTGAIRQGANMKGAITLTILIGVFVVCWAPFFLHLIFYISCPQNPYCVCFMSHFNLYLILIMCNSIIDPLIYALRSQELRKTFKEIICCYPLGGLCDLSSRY
ABCB6 inh 2 = blocks the human ABCB6 transporter. Q9NP58. K562-ABCB6 porphyrin accumulation, flow cytometry, 1 h; hits give low values. fluorescence ratio to DMSO, % at 10 µM. 360,000 tested, 0.19% active. AID 602162;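 active = fluorescence ratio to DMSO below 75%, the collection mean minus 3 SD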;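 also: signal is porphyrin accumulated inside mitochondria; 100% equals median channel fluorescence of DMSO control wells; lower ratio means ABCB6 inhibition with less porphyrin fluorescence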
MC4R antag cAMP = antagonists of human melanocortin 4 receptor (MC4R); P32245; MC4R-expressing cells, MTII-stimulated cAMP, LANCE TR-FRET; inhibition, % at 6.5 µM; 360,000 tested, 0.48% active;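 active = inhibition above its plate's cutoff, the mean of tested wells on that plate plus 3 SD, cut at about 29% in these data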;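 also: 0% = Melanotan II alone and 100% = Melanotan II plus saturating MCL0020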
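Assay system: U2OS-MC4R stable cell line; Also added: Melanotan II; Technique: Eu-cAMP/anti-cAMP TR-FRET, emission 671 nm; Times: 30-min compound, 1-h challenge, 1-h detection, room temperature.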
ABHD5-PLIN5 inh = ABHD5-PLIN5 protein interaction inhibition. Q00G26+Q8WTS1. Split G. princeps luciferase complementation, luminescence, 4 h. inhibition, % at 4 µM. 360,000 tested, 0.78% active;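 active = inhibition above the mean inhibition across every tested compound plus 3 SD, cut at about 22% in these data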;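 also: 0% = DMSO only wells and the 100% control is not disclosed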
Cardio protect = modulators protecting cardiomyocytes from myocardial damage | H9c2 cardiomyocytes, H2O2 injury protection, ATPLite, 2 h | protection from H2O2 cell death, % at 20 µM | 360,000 tested, 0.63% active | AID 588492;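 active = compounds giving at least 50% protection of heart cells from peroxide-induced death in the single-dose screen, raw or plate-pattern-corrected value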;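 also: 0% = DMSO wells with peroxide and 100% = DMSO wells without peroxide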
Glyco luc inh = blocks N-linked glycosylation in D54 reporter cells; 360,000 tested, 0.23% active; D54 ERlucT glycosylation luciferase reporter, 24 h; percent of 100 nM tunicamycin response; reporter increase, % at 12.5 µM;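 active = mean luciferase reporter signal, scaled so untreated is 0 and the glycosylation-blocking control 100, at or above a set limit in every replicate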;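 also: luciferase carries N-glycosylation sites so blocking glycosylation raises the light; 0% = median of neutral control wells and 100% = median of 100 nM tunicamycin wells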
Starred values were filed as active, the others as inactive; . = no result given.

SMILES	HTR2A ag	Exocytosis inh	aDG glyco act	iPSC survival up	MC4R ag barr	ABCB6 inh 2	MC4R antag cAMP	ABHD5-PLIN5 inh	Cardio protect	Glyco luc inh
N#Cc1cc2cc3c(cc2nc1NCCNC(=S)NCCCN1CCOCC1)OCO3	-8	2	0.1	-1.7	-3.2	95	-7	-3	2	5
COCCC(=O)N1CCC(Oc2ccc(C(=O)N3CCCC(CCCO)C3)cc2)CC1 (stereo not drawn)	8	-3	0.1	-0.4	-2.6	99	3	6	0	2
N#Cc1cnc2cc(-c3ccccc3)nn2c1N	-1	-2	0.2	0.0	-1.7	101	3	-9	-3	2
CC(C)(C)c1ccc(C2(C)NC(=O)N(CC(=O)Nc3ccc4c(c3)OCO4)C2=O)cc1 (stereo not drawn)	-2	2	-0.3	1.5	-0.3	88	-2	-10	-2	0
CCc1cccc(C)c1N1C(=O)CC(C)(C)CC1=O	-3	0	0.1	-0.4	-0.7	100	14	-5	3	4
O=C(NC1CCCCC1)c1nn2c(C(F)(F)F)cc(-c3ccco3)nc2c1Br	14	1	0.3	4.1	1.8	98	-4	10	5	-1
COc1cccc(C(=O)NC2CC3CCCC(C2)N3CC(=O)Nc2ccc(N(C)C)cc2)c1 (stereo not drawn)	0	3	-0.2	-2.0	-0.6	90	11	-3	5	-2
O=C(NCCN1CCN(C(=O)c2ccc(F)cc2)CC1)c1ccc(F)cc1	-16	4	0.2	0.2	1.3	96	-2	1	2	2
COc1ccc(S(=O)(=O)CCC(=O)N2CCN(c3ccccc3F)CC2)cc1	-5	-2	0.1	-0.1	-0.5	102	6	1	2	0
CC(C)CNC(=O)c1cccc(NC(=O)COc2cccc([N+](=O)[O-])c2)c1	-5	0	0.2	-1.3	-1.3	83	0	-1	-12	-2
CCc1ccc(NC(=O)Cc2ccc(-n3cccc3)cc2)cc1	-2	0	-0.4	0.7	-1.4	103	-3	-6	-4	1
Cc1nnc(-c2cccc(Br)c2)c2cn(-c3ccccc3Cl)nc12	-2	3	0.1	-1.8	0.7	97	16	-1	18	0
Cc1cc(S(=O)(=O)N2CCOCC2)ccc1OCC(=O)Nc1cccc(F)c1	-4	4	0.1	-0.5	-1.0	99	1	0	1	0
Cc1cc(C)n2c(SCC(=O)N3CCN(S(=O)(=O)c4ccc(Cl)cc4)CC3)nnc2n1	1	2	0.0	6.2	-0.7	87	-4	2	-2	2
O=C(NCc1cccs1)c1cc(C2CC2)on1	7	1	-0.1	-1.0	1.1	97	12	3	-5	1
CC(C)N(C(=S)NCc1ccccc1)C(C)C	2	4	0.3	-1.9	-0.6	97	-1	-2	3	3
CC(=O)c1ccc(OCCCC(=O)NC2CCCc3ccccc32)cc1 (stereo not drawn)	-2	-2	0.8	6.9	0.7	97	5	-1	3	-3
CCOC(=O)C(Cc1c(F)cccc1Cl)c1ccno1 (stereo not drawn)	4	-3	0.6	-2.4	1.4	100	9	10	5	2
CC(C)(C)NC(=O)C[C@H]1C[C@H](C(=O)N2CCCCC2)[C@@]2(C)c3[nH]c4cc(-c5ccco5)ccc4c3CCN2C1=O	5	-4	0.1	-1.8	-1.1	97	7	-1	0	-5
Cc1ccc2cc(NC(=O)Cc3ccccc3)ccc2n1	-4	2	0.1	0.4	-0.9	99	13	6	-9	-2

3 compounds out of the list, arranged by molar mass, ascending:
SMILES	HTR2A ag	Exocytosis inh	aDG glyco act	iPSC survival up	MC4R ag barr	ABCB6 inh 2	MC4R antag cAMP	ABHD5-PLIN5 inh	Cardio protect	Glyco luc inh
Cc1cc(S(=O)(=O)N2CCOCC2)ccc1OCC(=O)Nc1cccc(F)c1	-4	4	0.1	-0.5	-1.0	99	1	0	1	0
CC(C)(C)c1ccc(C2(C)NC(=O)N(CC(=O)Nc3ccc4c(c3)OCO4)C2=O)cc1 (stereo not drawn)	-2	2	-0.3	1.5	-0.3	88	-2	-10	-2	0
COCCC(=O)N1CCC(Oc2ccc(C(=O)N3CCCC(CCCO)C3)cc2)CC1 (stereo not drawn)	8	-3	0.1	-0.4	-2.6	99	3	6	0	2

Back to the main list, starting 2 compounds before the break.
SMILES	HTR2A ag	Exocytosis inh	aDG glyco act	iPSC survival up	MC4R ag barr	ABCB6 inh 2	MC4R antag cAMP	ABHD5-PLIN5 inh	Cardio protect	Glyco luc inh
CC(C)(C)NC(=O)C[C@H]1C[C@H](C(=O)N2CCCCC2)[C@@]2(C)c3[nH]c4cc(-c5ccco5)ccc4c3CCN2C1=O	5	-4	0.1	-1.8	-1.1	97	7	-1	0	-5
Cc1ccc2cc(NC(=O)Cc3ccccc3)ccc2n1	-4	2	0.1	0.4	-0.9	99	13	6	-9	-2
O=C(/C=C/c1ccc(F)cc1)NNC(=O)CCN1CCN(Cc2ccccc2)CC1	-4	0	0.3	-1.3	-1.3	101	7	7	16	11
COC(=O)C1=C(C)N(Cc2cccnc2)C(=O)C1	2	-1	0.2	2.9	-2.8	97	-11	0	0	0
CC(C)NC(=O)C1(C)CCCCN1Cc1ccc(OCc2ccccc2)cc1 (stereo not drawn)	-1	-6	0.0	0.9	-1.1	102	3	0	-29	-6
COc1ccc(Nc2ncnc3sc(-c4ccccc4)cc23)cc1OC	-2	-2	0.3	-2.3	7.4	105	7	7	9	-2
CN(C(=O)CSc1ccc2c(c1)OCCO2)c1ccccc1	1	9	0.4	1.0	-0.8	98	5	-3	-4	0
O=C(OCC(=O)c1cccs1)c1ccc(NC(=O)c2ccco2)cc1	-1	-2	0.0	3.4	0.0	92	0	4	9	-1
CC(C)[C@@H]1COC(c2cccc(C3=N[C@H](C(C)C)CO3)c2)=N1	-5	-5	0.1	-1.8	-0.6	112	4	-6	-15	-5
CCOC(=O)N1CCC(N2C(=O)c3ccccc3C2Nc2ccccc2C)CC1 (stereo not drawn)	-4	-4	0.0	1.4	-0.4	97	15	9	1	0
COc1ccc(NC(=O)N(C)C[C@H]2Oc3ccc(NC(=O)c4ccncc4)cc3C(=O)N([C@H](C)CO)C[C@@H]2C)cc1	4	6	0.2	-0.4	-1.1	96	-6	-3	1	0
Cn1c(=O)c2c(nc(N3CCOCC3)n2CCNC2=NCCC2)n(C)c1=O	2	1	0.0	2.0	-0.9	101	-4	3	2	2
COc1cccc(C(=O)Nc2cccc(S(=O)(=O)NC3=NCCC3)c2)c1	5	5	0.0	-0.3	-2.4	97	-3	1	-8	0
C=CCc1cc(C=O)cc(OCC)c1OCc1ccc(Cl)cc1	-3	-4	0.1	-2.3	0.2	104	8	-9	1	-1
O=C(COC(=O)CCN=C1NS(=O)(=O)c2ccccc21)NNC(=O)c1ccccc1	-3	3	-0.3	-0.4	-1.1	101	8	7	5	0
Cc1cccc(C)c1-n1nnnc1C1(C)CCC(=O)N1CC1CCCCC1 (stereo not drawn)	7	-3	-0.1	-0.3	.	103	.	10	.	.
Cc1cc(NC(=O)c2ccc(C#N)cc2)n(-c2ccccc2)n1	9	-2	-0.1	2.3	-0.9	96	3	8	0	3
Cc1ccc(NC(=O)C(=O)NCCN2CCN(C(=S)Nc3ccccc3)CC2)cc1	5	0	0.0	-0.6	-2.3	100	0	-1	-3	2
O=C(c1ccc2c(c1)OCO2)C1CCCN(Cc2cn[nH]c2-c2cccc(F)c2)C1 (stereo not drawn)	-2	-5	0.4	1.6	-1.9	96	1	7	-2	-4
COc1ccc(C(=O)Nc2cccc3ccccc23)cc1	0	-10	0.0	0.2	-0.3	103	6	0	6	4
Cc1c(C(=O)NCc2ccccc2C(F)(F)F)sc(=O)n1Cc1ccc2ccccc2c1	0	1	-0.2	20*	0.1	104	15	-11	-3	2
CCOc1ccc(C(=S)N2CCCC2)cc1OCC	-1	-2	-0.1	0.1	-2.0	97	11	-4	9	2
CCCc1cc(C(N)=O)c(NC(=O)c2ccco2)s1	4	-3	-0.1	0.5	-0.4	94	-1	-6	10	5
COc1cc(NS(=O)(=O)c2ccc(NC(=O)/C(=C\c3ccccc3OC)NC(=O)c3ccccc3)cc2)nc(OC)n1	4	-6	0.2	-1.4	-0.6	99	10	-4	1	3
CC(C)c1ccccc1NC(=O)CCc1nc2ccccc2s1	-1	-4	-0.1	0.9	-1.2	111	19	0	1	0
O=C(NCc1nnc(SCC(=O)N2CCN(c3ccccc3)CC2)o1)c1c(F)cccc1Cl	1	-10	-0.1	-2.0	1.1	101	5	0	4	-1
Cc1ccccc1Nc1nn2c(=O)c3ccccc3nc2s1	-1	-1	-0.4	-1.7	0.2	98	12	4	-6	1
C=CCOC(=O)C1=C(C)OC(N)=C(C#N)C1c1ccco1 (stereo not drawn)	-4	-4	-0.1	-0.3	0.4	98	11	-1	0	0
CC(C)CCN(CCC(C)C)C(=O)Cc1c(O)c2ccccc2[nH]c1=O	3	6	-0.1	-0.1	1.5	97	16	-7	2	1
S=c1[nH]c2cnccc2n1Cc1ccccc1	-6	-5	0.2	-0.1	0.0	99	10	-7	-1	3
COc1ccc(Br)cc1/C=N/Nc1ccccn1	-2	12	0.0	0.1	0.8	107	-11	1	-6	1
COc1ccc(-c2cc(C(F)(F)F)n3nc(C(=O)O)cc3n2)cc1OC	1	-2	-0.2	-0.4	-1.4	101	-6	5	14	0
O=C(NCCc1ccccc1F)C1CC(=O)N(c2cccc(C(F)(F)F)c2)C1 (stereo not drawn)	-5	-19	0.3	0.7	-3.4	95	13	9	-3	0
CCOc1ccc(N(CC(=O)N2CCCCCC2)S(C)(=O)=O)cc1	-3	9	-0.1	-0.3	-0.7	98	19	-6	0	-1

Fetched one by one from above:
SMILES	HTR2A ag	Exocytosis inh	aDG glyco act	iPSC survival up	MC4R ag barr	ABCB6 inh 2	MC4R antag cAMP	ABHD5-PLIN5 inh	Cardio protect	Glyco luc inh
CCCc1cc(C(N)=O)c(NC(=O)c2ccco2)s1	4	-3	-0.1	0.5	-0.4	94	-1	-6	10	5
S=c1[nH]c2cnccc2n1Cc1ccccc1	-6	-5	0.2	-0.1	0.0	99	10	-7	-1	3
